Bioassay records as filed in PubChem BioAssay.
KDM5B inhibitor: inhibitors of human KDM5B histone demethylase; KDM5B demethylase, FDH-coupled NADH fluorescence (FDH is formaldehyde dehydrogenase); Q9UGL1; 220,000 compounds, 2.6% hits; Potency, µM (series often up to 57.7 µM), without a hit: at the highest dose activity change, negative = inhibition, actives largely listed as inhibitors; active = well fitted inhibition curve with a large enough effect; inconclusive = small, poorly fitted or top-dose-only effect; inactive = no such curve, though single readings can be large or run the other way; note: 0% is about no effect; nearly all actives have a fitted effect of over 70% in size
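Inhibition is measured as reduced NADH fluorescence generation from FDH coupling to formaldehyde release. Truncated KDM5BΔAP at 200 nM final acts on H3K4me3 peptide (12.5 µM in substrate mix) in pH 7.5 HEPES buffer with Tween-20, 30 min, room temperature.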
* = called active by the depositor; i = inactive; u = inconclusive; & = joins results of further samples; [ ] = another dose, or the depositor's remark. Potency is the fitted concentration of half-maximal effect.

SMILES	KDM5B inhibitor
COCCN1CC(CO)C2(CCN(Cc3cc(F)ccc3F)CC2)C1 (stereo not given)	u
CC1CCN(C(=O)CN2CC(C)Sc3ccccc32)CC1 (stereo not given)	-6%
O=C(NCCc1coc(-c2ccc(F)cc2)n1)Nc1ccc(Cl)cc1	4%
O=C(CSc1nnc(-c2cccs2)n1C1CC1)N1CCc2ccccc2C1	-4%
CCOc1cc(/C=N/Nc2nnc(C)n2N)ccc1OC(C)=O	u
CCc1ccc(-c2cn3c(n2)sc2cc(C(=O)NCCc4ccc(OC)cc4OC)ccc23)cc1	u
COCC1CN(C(C)=O)CC12CCN(Cc1ccc(Cl)cc1F)CC2 (stereo not given)	9%
COc1ccc(C(=O)O)cc1S(=O)(=O)N1CCCc2ccccc21	-27%
Cc1cc(NC(=O)NCC(c2ccco2)N2CCCCC2)no1 (stereo not given)	13%
COCC(=O)NC1CCC12CCN(Cc1cccc(F)c1)CC2 (stereo not given)	-8%
NC1CCCCN(C(=O)c2ccc(Cn3cccn3)o2)C1 (stereo not given)	28%
N#Cc1cccc(-c2cn3c(n2)N(C(=O)CC2CCNCC2)CCC3)c1	u
C=CCC1NCCc2c(Br)cccc21 (stereo not given)	-8%
O=C1NC(=NC2CCCC2)C2(CCN([S+](=O)([O-])c3cccs3)C2)N1c1cc(F)cc(F)c1 (stereo not given)	u
CCOC(=O)c1nc2ccccc2nc1Nc1cccc(OC)c1	19%
CCOC(=O)CSc1nc(-c2ccc(OCC)cc2)cc(C(F)(F)F)c1C#N	408%[activator]
Cc1ccc2c(C)cc(=S)[nH]c2c1	-20%
CC(C)C1=NOC2(CCN([S+](=O)([O-])c3cccs3)C2)C1 (stereo not given)	u
c1ccc(-c2ccnc3nc(C4CCC4)nn23)cc1	28µM*
Cc1ccc(C)c(Nc2cc(C(=O)NCCCN(C)C3CCCCC3)c3ccccc3n2)c1	-17%
COc1ccc(N2CC(C(=O)N3CCC(C(=O)NCc4ccc(C(F)(F)F)cc4)C3)NC2=O)cc1 (stereo not given)	0%&17%
COc1ccc(Cl)cc1NC(=O)CSC1=Nc2ccccc2C2=NC(CCC(=O)NCc3ccco3)C(=O)N12 (stereo not given)	19%
COc1cccc(CNC(=O)c2cc3c(N4CCCC4)nc(C)cn3n2)c1	i
O=C(c1cccc(C(F)(F)F)c1)N1CCCN(C2CC2)CC1	-5%
CN(C)c1cc[n+](CC(=O)c2ccc(OC(F)F)cc2)cc1	-16%

A second format for 3 compounds above:
> Cc1ccc(C)c(Nc2cc(C(=O)NCCCN(C)C3CCCCC3)c3ccccc3n2)c1
  KDM5B inhibitor = -17%

> CC1CCN(C(=O)CN2CC(C)Sc3ccccc32)CC1 (stereo not given)
  KDM5B inhibitor = -6%

> N#Cc1cccc(-c2cn3c(n2)N(C(=O)CC2CCNCC2)CCC3)c1
  KDM5B inhibitor = u

More results
SMILES	KDM5B inhibitor
Cc1ccc(CNC(=O)C2Cn3cccc3C(=O)N2C)o1 (stereo not given)	11%
COc1cc(OC)cc(C(=O)Oc2cccc3ccccc23)c1	3%
Cc1noc(CSc2ccccc2C(=O)N2CCCc3ccccc32)n1	16%
O=C(c1ccco1)N1CCC[C@H]1c1nc(-c2ccc(F)cc2)no1	-4%
Cc1ccc2c(C)c(CCC(=O)NC34CC5CC(CC(C5)C3)C4)c(=O)oc2c1	7%
COc1cccc(CCC(=O)NCC23CCCC=C2N(C)C(=O)CC3)c1 (stereo not given)	-17%
O=C(Nc1cccc(C(F)(F)F)c1)C1=CCN(Cc2ccccc2F)CC1	-27%
Cc1ccc(NC(=O)c2ccc3ncsc3c2)cc1C	10%
CC(=O)N1CCC2(CC1)CC(c1ccccc1)=NO2	20%[230 µM]
COc1ccc(-c2nc3ccccc3c(=O)n2CCOc2cccc(C)c2)cc1	3%
Cc1ccc(S(=O)(=O)/N=C(\N)Nc2nc(C)c3ccc(C)cc3n2)cc1	u
Cc1ccc(-n2c(C3CCN(C(=O)c4ccoc4)CC3)n[nH]c2=O)cc1	-18%
Cc1ccc(-n2nc(C(=O)Nc3ccc(F)cc3Cl)c(=O)n(C)c2=O)cc1	6%
O=c1[nH]c(C2CCCN(Cc3ccccc3C(F)(F)F)C2)nn1-c1ccc(Cl)cc1 (stereo not given)	-16%
COc1cccc(Nc2nc(-c3ccc4c(c3)CCN4S(C)(=O)=O)cs2)c1	10%
CCOC(=O)c1c(C)[nH]c(C)c1S(=O)(=O)N1CCC(C(=O)Nc2ccc(C)c(Cl)c2)CC1	3%
Cc1ccccc1-c1ccnc(-c2nnc(C)n2Cc2ccncc2)c1	-12%[86.2 µM]
CCN1C(=O)C2(CCN(S(=O)(=O)Cc3ccccc3Cl)CC2)c2ccccc21	-18%
O=S(=O)(c1ccc(F)c(F)c1)N1CCN(Cc2ncc(-c3ccccc3)o2)CC1	12%
Cc1cccc(CSCC(=O)O)c1	9%
CCn1cc(C(=O)NCCCOC)c(=O)c2cc(S(=O)(=O)N3CCc4ccccc4C3)ccc21	7%
O=C(C[C@@H]1C[C@H]2O[C@H](CNC3CCC(F)(F)CC3)[C@@H](O)[C@H]2O1)N1CCC(F)(F)C1	-11%[86.2 µM]
CC1Oc2ccc(NC(=O)Cc3ccc(F)cc3)cc2CN(CCc2ccc(F)cc2)C1=O (stereo not given)	-17%
O=C(c1ccc(Cl)cc1)N1CCC(n2cc(-c3nc(-c4ccccc4)no3)nn2)C1 (stereo not given)	-20%
COc1ccc(C(NC(=O)CSc2ccc3c(c2)OCCCO3)c2ccc(OC)cc2)cc1	4%

As a working copy, part of the list above:
SMILES	KDM5B inhibitor
COc1cc(OC)cc(C(=O)Oc2cccc3ccccc23)c1	3%
Cc1noc(CSc2ccccc2C(=O)N2CCCc3ccccc32)n1	16%
O=C(c1ccco1)N1CCC[C@H]1c1nc(-c2ccc(F)cc2)no1	-4%
Cc1ccc2c(C)c(CCC(=O)NC34CC5CC(CC(C5)C3)C4)c(=O)oc2c1	7%
COc1cccc(CCC(=O)NCC23CCCC=C2N(C)C(=O)CC3)c1 (stereo not given)	-17%

Shown as a hit in KDM5B inhibitor (from the list above):
SMILES	KDM5B inhibitor
c1ccc(-c2ccnc3nc(C4CCC4)nn23)cc1	28µM*

(list continues)
SMILES	KDM5B inhibitor
Cc1cc(NC(=O)c2cccnc2)cc(-c2nc3cc(C(C)C)ccc3o2)c1O	23%
Cc1c(C(=O)Nc2ccc(F)c(C(F)(F)F)c2)sc2nc(-c3ccc(F)cc3)cn12	u
O=C(NCC1Cn2cccc2C(=O)N1Cc1ccccc1)c1ccco1 (stereo not given)	12%
COc1cccc(S(=O)(=O)N2CCCC(CN3CCOCC3)CC2)c1 (stereo not given)	-5%
CC(C)N(C(=O)Cn1c(C2CC(=O)N(Cc3ccc(F)cc3)C2)nc2ccccc21)c1ccccc1 (stereo not given)	10%
O=C(Nc1ccnn1Cc1ccccc1Cl)c1n[nH]c(=O)c2ccccc12	17%
Cc1ccc(CNC(=O)C2CCCN(S(=O)(=O)c3ccc4c(ccn4C)c3)C2)cc1 (stereo not given)	13%
CC(C)N1CC2CCC(C1)N2Cc1cccc(-c2cccs2)c1	4%[149 µM]
Cc1ccc(N=C2NC(=O)/C(=C/c3cccn3C)S2)c(C)c1	-3%
Cc1ccc(C(=O)N2CC[C@@H]3CN(S(C)(=O)=O)[C@@H]3C2)cc1C	23%
O=S(=O)(NC1=NCCCCC1)c1ccccc1Cl	23%
CCOc1ccc(CCNC(=O)c2nccnc2C(=O)O)cc1OCC	10%
Cc1nnc2n1C(C)CN(C(=O)CCCn1cnc3ccccc3c1=O)C2 (stereo not given)	-10%
CCOC(=O)NC(C)C12CC3CC(CC(C3)C1)C2 (stereo not given)	22%
Cc1cccc(C)c1NC(=O)CN(C)S(=O)(=O)c1ccc2c(c1)n(C)c(=O)c(=O)n2C	u
CC1(C)CC(NC(=S)Nc2ccc(Cl)cc2)CC(C)(C)N1	9%
CCOc1cccc(CN2C[C@@H](Oc3ccccc3)C[C@@H]2C(=O)NC)c1	16%
COc1ccc(CC(=O)N2CC[C@@H](CC(=O)O)[C@@H](CCN3CCN(c4cccc(C(F)(F)F)c4)CC3)C2)cc1	6%
CSc1ncc(C(=O)Nc2cccc(C)c2C)c(-c2ccccc2)n1	-5%
O=C(Cc1ccccc1)N1CCCC(c2noc(COc3ccccc3F)n2)C1 (stereo not given)	-12%
O=C(c1cc(F)ccc1F)N1CCN(c2cc(-c3ccc(Cl)cc3)[nH]n2)CC1	-4%
CCc1ccc(CN2CCC(n3nccc3NC(=O)c3ccccc3C)CC2)cc1	9%
CC(C)CC(=O)N1CCC2(CC1)NCCc1c2[nH]c2ccccc12	-4%
CCCNc1c(NS(=O)(=O)c2ccc(F)c(F)c2)c(=O)oc2ccccc12	12%
COc1ccc(-c2csc(=Nc3ccccc3)n2CCO)cc1F	u

More entries:
SMILES	KDM5B inhibitor
CC1(C(=O)NCc2ccccc2)Cn2nc(-c3ccccc3)cc2C(=O)N1CCc1ccco1 (stereo not given)	-8%
COc1ccc(CCNC(=O)Cc2c(C)c3cc4c(C)coc4c(C)c3oc2=O)cc1	-24%
CN(CC1CCOC1)C(=O)Cc1cccc(F)c1 (stereo not given)	-9%
O=c1c2c(CO)c(-c3ccccc3)nn2ccn1Cc1cccc(C(F)(F)F)c1	u
O=C(NC[C@H]1OC[C@@H](NCc2ncc[nH]2)[C@@H]1O)Nc1ccccc1	-21%[86.2 µM]
CCCCOC(=O)c1ccc(NC(=O)CCc2ncc(-c3ccccc3)o2)cc1	u
O=C(CCN1C(=O)C2CC=CCC2C1=O)Nc1cccc(Cl)c1 (stereo not given)	16%
C=CCN1C(=O)/C(=c2\sc3nc(=O)c(Cc4ccccc4Cl)nn3c2=O)c2ccccc21	u
COc1ccc(-c2cc(C(=O)Nc3cc(Cl)ccc3OC)no2)cc1	u
CCCCCCCCC#CC#Cc1cccc(C(=O)O)c1	7%
O=C(CCc1conc1-c1ccccc1)N1CCN(c2ccccc2Cl)CC1	16%
O=C(NCc1ccccc1)N1CCN2C(=O)N(C3CCCCC3)C[C@H]2C1	-9%[86.2 µM]
Cc1ccc(Cl)cc1NC(=O)CNC(=O)N1CC(=O)Nc2ccccc21	14%
Cc1cccc(-c2noc(-c3ccccc3NC(=O)C3CC(=O)N(c4ccccc4C)C3)n2)c1 (stereo not given)	-28%
Cc1cccc(Oc2coc3cc(OCC(=O)OC4CCCCC4)ccc3c2=O)c1	-6%
N/C(CSc1ccc(Cl)cc1)=N\S(=O)(=O)c1ccc(Cl)cc1	11%
CCn1c(SCC(=O)Nc2cccc(C(C)=O)c2)nnc1-c1cc2ccccc2o1	-7%
O=C(Cn1ccc(=O)[nH]c1=O)NC(c1ccccc1)c1cccs1 (stereo not given)	7%
Cc1ccc(Nc2cc(C(=O)NC3CCCC3)c3ccccc3n2)cc1C	-4%
Cc1ccc(S(=O)(=O)N2CCCc3cc(NC(=O)c4c(F)cccc4F)ccc32)cc1	-26%
CC(C)c1noc(C2CCCN(C(=O)CC3CCCCC3)CCC(=O)NCC2)n1 (stereo not given)	-26%
COc1ccc(/C=C/c2nc3cc(Cl)ccc3o2)cc1OC	-1%
Cc1nc(-c2ccc(C)c(N3CCN(C(=O)Nc4ccccc4C(F)(F)F)CC3)c2)no1	26%
O=C(COc1ccc2ccc(=O)oc2c1)NC1CCS(=O)(=O)C1 (stereo not given)	133%[activator]
Cc1nc(-c2ccccc2)n(Cc2ccc(F)cc2Cl)c(=O)c1CCO	3%

Next section.
SMILES	KDM5B inhibitor
COc1ccc(Nc2nc(NCc3ccc4c(c3)OCO4)nc3nccnc23)cc1	6%
COc1cc(SC)ccc1C(=O)N[C@H]1CCN2C(=O)N(c3ccc(F)c(Cl)c3)C(=O)[C@@H]2C1	u
CC(C)c1ccc(NC(=O)c2cc(S(=O)(=O)NCc3ccccc3Cl)ccc2F)cc1	-22%
O=C(CCNC(=O)c1cccs1)Nc1cc(Cl)ccc1Cl	-6%
CN(C)CCN1CC2(CCN(C(=O)CCCS(N)(=O)=O)CC2)OC1=O	-2%
COC(=O)c1cc(NC(=O)c2ccco2)ccc1N1CCOCC1	9%
O=C(NCC1CC1)c1nc2c(o1)CCN(CCCc1ccccc1)CC2	-23%[86.2 µM]
Cc1cccc(NC(=O)COC(=O)CCCC2=NS(=O)(=O)c3ccccc3N2)c1	9%
O=C(CCC(=O)N1CCC(c2noc3ccc(F)cc23)CC1)N1CCCC1	15%
Fc1ccc(CNC(=S)Nc2cccc3ccccc23)cc1	-1%
CCN(CC1CCCN(CCc2cccc(OC)c2)C1)C(=O)c1cc(C)no1 (stereo not given)	-7%
CC1=C[C@@H](CNC(=O)COc2ccccc2)[C@H](C(C)C)C[C@H]1CC(=O)N1CCN(C)CC1	-16%
O=C1OC(c2ccc(Br)o2)=N/C1=C/c1cc(Br)cs1	11%
O=c1oc2ccc(Br)cc2cc1-c1nc(-c2ccccc2)no1	2%
CN(C)C(=O)N1CCC(C(=O)N2CCOC(Cc3cccc4ccccc34)C2)CC1 (stereo not given)	4%
COCCn1c(C(=O)NCc2ccccc2)nc2ccccc2c1=O	24%
Cc1cc2cc(-c3c(C)noc3C)nc(NC3CCN(C)CC3)c2o1	-18%[86.2 µM]

Structural class: the entries above containing bromine.
SMILES	KDM5B inhibitor
C=CCC1NCCc2c(Br)cccc21 (stereo not given)	-8%
O=C1OC(c2ccc(Br)o2)=N/C1=C/c1cc(Br)cs1	11%
O=c1oc2ccc(Br)cc2cc1-c1nc(-c2ccccc2)no1	2%

Only part of the results is shown; the hit share may differ from the screen's.
